Bioassay records (PubChem)
GLP1R inv ag – qHTS of GLP-1 Receptor Inverse Agonists (Inhibition Mode) | AID 624417, 2012 | 1.6% of 410,000 active | HEK293 GLP-1R CRE-luciferase, luminescence, 24 h; GLP-1R form is constitutively active | Glucagon-like peptide 1 receptor (Homo sapiens), P43220 | Potency, µM (titrated, usually from 38.3 µM), for inactives: at the top dose activity change, negative = inhibition, most hits filed as inhibitors; note: potency is the fitted concentration of half-maximal effect; % is set by controls: 0 for no effect and ±100 for the full control effect; nearly all actives have a fitted effect of over 55% in size
Target sequence (P43220 whole entry, looked up): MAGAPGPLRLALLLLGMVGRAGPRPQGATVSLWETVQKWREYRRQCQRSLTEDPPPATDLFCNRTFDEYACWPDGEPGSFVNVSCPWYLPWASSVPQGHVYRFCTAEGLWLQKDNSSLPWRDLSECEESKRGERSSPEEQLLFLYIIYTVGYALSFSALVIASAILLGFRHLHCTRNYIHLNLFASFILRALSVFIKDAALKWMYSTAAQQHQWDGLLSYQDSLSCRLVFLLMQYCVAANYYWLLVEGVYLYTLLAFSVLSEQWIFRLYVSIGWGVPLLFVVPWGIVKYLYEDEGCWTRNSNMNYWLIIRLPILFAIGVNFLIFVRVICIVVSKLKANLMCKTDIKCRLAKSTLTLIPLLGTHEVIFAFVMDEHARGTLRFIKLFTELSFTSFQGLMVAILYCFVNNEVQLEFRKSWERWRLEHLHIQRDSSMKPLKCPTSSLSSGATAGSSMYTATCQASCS
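Seeding at 200 cells/uL, 12 h culture, 24 hr compound treatment, then luciferase reagent and a luminescence read; cells are HEK293 stably expressing a constitutively active GLP-1R plus cAMP-responsive luciferase.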
TDP-43 yeast inh – qHTS of TDP-43 Inhibitors; Potency, µM (highest dose often 46.1 µM), without a hit: top-dose growth rescue (activation), usual class: activators; 1.8% of 410,000 active; TDP-43 expressing yeast growth rescue, BacTiter-Glo, 24 h; note: potency is the fitted concentration of half-maximal effect; % of control where 0% means no effect; nearly all actives have a fitted effect of over 50% in size
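In this qHTS, compounds that restore growth of yeast expressing TDP-43 appear as activators. Cells (OD600=0.02, galactose medium, raffinose-pregrown) are incubated with compound 24 hr at 30 deg C and growth is quantified by BacTiter-Glo.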
PTHR1 agonist – qHTS for PTHR1 Agonists: Primary Screen; Parathyroid hormone/parathyroid hormone-related peptide receptor (Homo sapiens), Q03431; HEK293 GP2 PTHR1 cells, GloSensor cAMP luminescence, 1 h; Potency, µM (top dose mostly 115 µM), without a hit: at the top dose activation, usual class: activators; 0.075% of 410,000 active; note: potency is the fitted concentration of half-maximal effect; nearly all actives have a fitted effect of over 55% in size; some results filed as inactive show a strong effect at the top dose; inactives centre near -15; many of its hits are not listed in these tables
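HEK-293-derived GP2 cells expressing PTHR1 and a GloSensor cAMP reporter, 3,000/well, plated overnight, given luciferin plus IBMX (each 0.5 mM as added) for 1 h at 37 °C, then compound for 1 h at 37 °C. Luminescence was read after 15 min at room temperature.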
Akt phos inh – HTS Assay for Inhibitors of Akt Phophorylation: Primary Screen | 0.32% of 360,000 active | activity change, % for hits at 50 µM | Neuro2A IGF-stimulated pAkt S473 HTRF, 20 min; active compounds read low; in the data active = activity change below about -80%; inconclusive = mostly about -51% to -80%; note: % is set by controls: 0 for no effect and ±100 for the full control effect
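Single-point screen (50 µM final compound) in Neuro2A cells stimulated 20 min with 6 nM IGF at 37 deg C. After lysis, Ser473-phosphorylated Akt read by HTRF (ex 330 nm, em 615/665 nm) as the 665/615 ratio.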
GLP1R ag – qHTS of GLP-1 Receptor Agonists; Glucagon-like peptide 1 receptor (Homo sapiens), P43220; HEK293 GLP-1R CRE-luciferase, luminescence, 4-6 h; cells express a hypersensitive GLP-1R form; Potency, µM (top dose mostly 45.6 µM), for the others: at the top dose activation, usual class: activators; 0.007% of 380,000 active; note: potency is the fitted concentration of half-maximal effect; % of control where 0% means no effect
FUS suppressor – qHTS for Suppressors of FUS Proteinopathy: Primary screen using FUS-linked yeast assay; Potency, µM (titrated, usually from 76.6 µM), for inactives: at the highest dose growth rescue (activation), hits mostly activators; S. cerevisiae FUS-expressing, growth rescue, OD600, 24 h; 0.24% of 390,000 active;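 note: potency is the fitted concentration of half-maximal effect; plate controls were DMSO vehicle for no effect and reference control for full effect; nearly all actives have a fitted effect of over 55% in size; some results filed as inactive show a strong effect at the top dose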
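Galactose (2%) drives FUS expression in yeast precultured in raffinose; seeding density OD 0.005. Test compounds incubated 24hr at 30C and 99% humidity before absorbance at 600 nm was measured.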
DRD3 antagonist – qHTS of D3 Dopamine Receptor Antagonist: qHTS. D(3) dopamine receptor (Homo sapiens), P35462. D3R cells, DiscoveRx beta-arrestin luminescence, antagonist mode; active compounds read low. max response, negative = inhibition, %. 2.5% of 360,000 active. AID 652054, 2013; in the data active = max response below about -50%; inconclusive = no clear call, values can overlap the other calls; note: % is set by controls: 0 for no effect and ±100 for the full control effect; mostly tested at two doses, the higher about 12 µM
Target sequence (P35462 whole entry, looked up): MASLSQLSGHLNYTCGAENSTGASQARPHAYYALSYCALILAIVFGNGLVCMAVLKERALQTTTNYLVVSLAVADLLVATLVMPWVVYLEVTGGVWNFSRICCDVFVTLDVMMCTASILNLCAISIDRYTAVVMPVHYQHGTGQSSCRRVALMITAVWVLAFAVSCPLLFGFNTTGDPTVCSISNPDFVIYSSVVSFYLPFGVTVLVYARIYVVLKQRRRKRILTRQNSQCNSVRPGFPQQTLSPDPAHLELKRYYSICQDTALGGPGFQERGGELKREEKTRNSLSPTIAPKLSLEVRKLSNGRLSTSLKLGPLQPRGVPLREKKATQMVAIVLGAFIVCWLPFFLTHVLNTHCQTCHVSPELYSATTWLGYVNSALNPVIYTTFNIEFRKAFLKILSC
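Cells plated overnight at 1500 cells/well, then exposed to library compounds with dopamine controls for 90 minutes at 37 degrees C. DiscoveRx reagent added for 30–60 minutes at room temperature; luminescence read, quantitative HTS format.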
Abeta yeast res – qHTS for compounds that reverse cellular toxicity of Amyloid beta (A-beta) peptide in yeast: Primary Screen; AID 1347071, 2019; 0.063% of 410,000 active; yeast expressing A-beta42, growth rescue, OD600, 48 h; response scale: 0% DMSO, 100% iron-clioquinol control; Potency, µM (series often up to 46.1 µM), for the others: top-dose growth rescue, most hits filed as activators; note: potency is the fitted concentration of half-maximal effect; nearly all actives have a fitted effect of over 55% in size
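Yeast growth medium received pinned compounds, then yeast cells expressing toxic A-beta were added; plates incubated at 30 C for 48 hr. Growth read as absorbance at 600 nm, normalized to DMSO and equimolar FeCl3 plus clioquinol controls.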
aSyn yeast inh – qHTS of alpha-syn Inhibitors; Yeast expressing alpha-synuclein, growth rescue, BacTiter-Glo, 24 h; Potency, µM (series often up to 46.1 µM), for inactives: at the top dose growth rescue (activation), usual class: activators; 0.14% of 370,000 active; note: potency is the fitted concentration of half-maximal effect; % of control where 0% means no effect; nearly all actives have a fitted effect of over 65% in size
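Screening used galactose-induced yeast with toxic alpha-synuclein levels, exposed to compound for 24 hr at 30 deg C. Cell growth, read with BacTiter-Glo luminescence, gave the measured signal.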
Numbers without * were called inactive; i = inactive; ? = inconclusive; · = no result given; [ ] = remark or other dose. Unless noted, calls come from the whole dose curve; as a rule, active = well fitted curve in the direction sought with a large enough effect; inconclusive = small, poorly fitted or top-dose-only effect, or another doubt; inactive = no such curve, though single readings can be large; an effect the other way counts as inactive or inconclusive.

SMILES	GLP1R inv ag	TDP-43 yeast inh	PTHR1 agonist	Akt phos inh	GLP1R ag	FUS suppressor	DRD3 antagonist	Abeta yeast res	aSyn yeast inh
CCc1nc(Nc2ccc(F)cc2)c2oc3ccccc3c2n1	?	?	-9%	i	7%	-5%	39	-11%	-23%
CC(=O)N1c2ccc(S(=O)(=O)NCC3CCC(C(=O)Nc4cccc(C)c4)CC3)cc2CC1C (stereo not given)	0%	13%	-73%[inhibitor]	·	·	17%	·	4%	·
Cc1cc(NC(=O)Cn2nc(C(F)(F)F)c3c2CCC3)n(-c2ccccc2)n1	0%	25%	16%	i	16%	?	-16	4%	-12%
O=C(CNC(=O)c1ccc(Cl)cc1)OCc1cc(=O)n2nc(C3CCCCC3)sc2n1	11%	3%	-12%	·	·	18%	·	-66%[inhibitor]	·
CC(C)COc1ccc(CN=C(N)N=C(N)N)cc1Cl	?	1%	i	i	-3%	-24%	5	-18%	-2%
c1csc(CNCCCN2CCOCC2)c1	0%	2%	i	i	-8%	-2%	-15	2%	3%
CCCNC(=O)C(Cc1ccccc1)NC(=O)c1ccc(-c2ccccc2)cc1 (stereo not given)	21%	-1%	i	i	-4%	-12%	-3	-8%	1%
CCOC(=O)c1ccc(NC(=O)N2CCCCC2)cc1	-15%	3%	-9%	i	-4%	5%	7	9%	-1%
COc1ccc(NC(=O)COC(=O)C2CCCCC2)c([N+](=O)[O-])c1	-17%	-4%	7%	i	5%	36%	-9	18%	-18%
CCCOc1ccc(C(=O)Nc2ccc(N(C)C)cc2)cc1	?	5%	-36%[inhibitor]	i	3%	1%	10	13%	-3%
Cc1cc(=O)n2nc(N3CCCC(C(=O)NC(C)c4ccccc4)C3)sc2n1 (stereo not given)	3%	?	i	i	3%	11%	-18	4%	3%
COc1ccc(C(C)=O)cc1COC(=O)CNC(=O)c1ccccc1F	6%	-10%	i	i	2%	18%	-12	-7%	12%

Shown with each value named: entries from further up
structure: CC(=O)N1c2ccc(S(=O)(=O)NCC3CCC(C(=O)Nc4cccc(C)c4)CC3)cc2CC1C (stereo not given)
- GLP1R inv ag: 0%
- TDP-43 yeast inh: 13%
- PTHR1 agonist: -73%[inhibitor]
- Akt phos inh: ·
- GLP1R ag: ·
- FUS suppressor: 17%
- DRD3 antagonist: ·
- Abeta yeast res: 4%
- aSyn yeast inh: ·

structure: Cc1cc(NC(=O)Cn2nc(C(F)(F)F)c3c2CCC3)n(-c2ccccc2)n1
- GLP1R inv ag: 0%
- TDP-43 yeast inh: 25%
- PTHR1 agonist: 16%
- Akt phos inh: i
- GLP1R ag: 16%
- FUS suppressor: ?
- DRD3 antagonist: -16
- Abeta yeast res: 4%
- aSyn yeast inh: -12%

(next part)
SMILES	GLP1R inv ag	TDP-43 yeast inh	PTHR1 agonist	Akt phos inh	GLP1R ag	FUS suppressor	DRD3 antagonist	Abeta yeast res	aSyn yeast inh
COc1ccc2nc(N(Cc3cccnc3)C(=O)C3COc4ccccc4O3)sc2c1 (stereo not given)	7%	?	-40%[inhibitor]	·	·	21%	·	-32%[inhibitor]	·
Cc1ccc(OCCn2cc(C=O)c3ccccc32)cc1	?	2%	-62%[inhibitor]	i	-1%	17%	0	-9%	-5%
COc1ccc(CCN2C(=O)c3[nH]nc(-c4ccccc4O)c3C2c2cccc(OC)c2)cc1 (stereo not given)	?	3%	-83%[inhibitor]	·	·	-3%	·	8%	·
COc1cccc(CNc2nc3cc(-c4ccsc4)sc3c(=O)n2C)c1OC	-21%	?	-52%[inhibitor]	i	2%	22%	58	15%	7%
CCCCN1CC(COCc2ccccc2)Oc2cccc(Oc3ccc(C)cc3)c2S1(=O)=O (stereo not given)	7.9µM*	-15%	-19%	i	5%	-10%	-21	-5%	-1%
COc1ccc(CCn2c(=N)c(C(=O)NC3CCCC3)cc3c(=O)n4cccc(C)c4nc32)cc1	31%[activator]	5%	-2%	i	-3%	-12%	-2	-2%	-10%
O=C(NC1=NCCS1)c1ccc(Cl)c(S(=O)(=O)N2CCCCCC2)c1	?	9%	-28%	i	19%	13%	4	-17%	-18%
Cc1ccccc1OCC(=O)N(Cc1cccc(F)c1)C1CCS(=O)(=O)C1 (stereo not given)	?	16%	i	i	-2%	18%	22	-3%	6%
Cc1cc(C)c2nc(SCC(=O)Nc3ccc(S(=O)(=O)N4CCCC4)cc3)c(C)cc2c1	2%	-13%	-4%	·	-4%	14%	5	-7%	·
Cc1ccc(NC(=O)[C@@H](c2ccccc2)N2Cc3ccccc3C2=O)cc1	?	17%	-50%[inhibitor]	·	1%	21%	·	7%	·
CN1CCc2c(n(CC(O)CN3CCN(CCO)CC3)c3ccccc23)C1=O (stereo not given)	3%	0%	-23%	i	-5%	4%	7	23%	-5%
c1ccc2cc(OCCOCCOc3ccc4ccccc4c3)ccc2c1	-3%	-7%	-12%	i	12%	-26%	21	0%	-9%
CC(=O)Nc1ccc(NC(=S)NC(=O)c2cc3ccccc3o2)cc1	24%	19%	-25%	i	2%	·	-9	12%	-3%
O=C(NCCC(=O)N1CCNC1=O)OCc1ccccc1	8%	-6%	i	i	7%	7%	12	-5%	0%
CCCCCN(C(=O)CCC(=O)OCC(=O)c1c(C)cc(C)cc1C)c1c(N)n(CCCC)c(=O)[nH]c1=O	?	-8%	-5%	i	12%	23%	7	8%	1%
CN(C)Cc1ccc(F)cc1Sc1cc(Cl)ccc1Cl	?	-16%	-24%	i	-4%	12%	-17	-9%	-3%
O=C(NNc1ccc([N+](=O)[O-])cc1)c1ccccc1Cl	1.8µM*	1%	-20%	i	-3%	-25%	?	0%	0%
COc1cccc(/C=C2\Oc3cc(OC(=O)N4CCOCC4)ccc3C2=O)c1	15%	-5%	-7%	i	22%	6%	3	12%	1%
Cc1c(NC(=O)COc2ccccc2Cl)c(=O)n(-c2ccccc2)n1C	3%	9%	0%	i	6%	6%	-6	10%	-2%[1.84 µM]
CCOC(=O)CC(=O)CSc1ncnc2c1nnn2-c1ccc(F)cc1	33%[activator]	?	i	i	0%	14%	-28	-9%	17%
CCc1ccc(-n2c(SCc3ccccc3F)nc3[nH]ncc3c2=O)cc1	?	29%	-28%	·	-3%	?	·	3%	·
COc1ccc(-c2cc(C(=O)N/N=C(\C)c3cccnc3)c3cc(C)ccc3n2)cc1OC	13%	12%	-2%	i	12%	?	-3	-1%	-4%
N#C/C(=C\c1ccc(O)cc1)C(=O)NCc1ccccc1	14%	-9%	25%	i	-2%	4%	-9	6%	0%
CCCNC(=O)C(CC)NC(=O)c1ccc(C#N)cc1 (stereo not given)	28%	1%	-22%	i	14%	-17%	0	7%	-1%
CC1CN(c2ccnc3cc(Cl)ccc23)CC(C)O1 (stereo not given)	-17%	2%	-15%	i	17%	-13%	18	6%	-1%
CCOc1ccc(N(Cc2ccc(OC)cc2)C(=O)c2ccco2)cc1	?	2%	-6%	i	8%	16%	8	-3%	12%
CC(=O)Nc1cccc(NC(=O)CSc2nnnn2C(C)C)c1	11%	5%	-22%	i	1%	5%	14	-19%	0%
COCC(=O)N1CCC(Oc2ccc(C(=O)NC3CCOC(C)(C)C3)cc2)CC1 (stereo not given)	0%	-2%	-17%	i	6%	·	-16	5%	-3%
O=C1CN(C(=O)NCC(=O)N[C@H](Cc2ccccc2)C(=O)O)c2ccccc2N1	14%	8%	-8%	i	-5%	-28%	16	6%	5%
CC(C)C(NC(=O)/C(=C/c1ccco1)NC(=O)c1ccc(Br)o1)C(=O)O (stereo not given)	8%	25%	-7%	i	-2%	-28%	-14	2%	-1%
NC(=O)[C@H]1CC2(CC(c3cccc(NC(=O)[C@H]4CCC(=O)N4)c3)=NO2)CN1C(=O)c1ccccc1 (stereo not given in full)	7%	9%	i	i	-5%	-4%	0	-21%	-12%
Fc1ccc(-c2nn(-c3ccccc3)cc2CNCc2ccccc2)cc1	?	-20%	0%	i	0%	26%	?	4%	-9%
O=C(NCCN1CCOCC1)c1ccccc1Oc1ccccc1	-25%	-1%	-1%[57.5 µM]	i	-9%	7%	-27	-6%	-6%
CCC(=O)Nc1ccc(NC(=S)NC(=O)c2oc3ccccc3c2C)cc1	11%	-9%	i	i	-4%	0%	3	-11%	-9%
O=C(NCc1ccco1)c1cccc(NS(=O)(=O)c2cccc(F)c2)c1	11%	-4%	-18%	i	3%	2%	10	1%	6%

Entries of single compounds as entered above:
Profile of CCC(=O)Nc1ccc(NC(=S)NC(=O)c2oc3ccccc3c2C)cc1 → GLP1R inv ag = 11%; TDP-43 yeast inh = -9%; PTHR1 agonist = i; Akt phos inh = i; GLP1R ag = -4%; FUS suppressor = 0%; DRD3 antagonist = 3; Abeta yeast res = -11%; aSyn yeast inh = -9%
Profile of CCOc1ccc(N(Cc2ccc(OC)cc2)C(=O)c2ccco2)cc1 → GLP1R inv ag = ?; TDP-43 yeast inh = 2%; PTHR1 agonist = -6%; Akt phos inh = i; GLP1R ag = 8%; FUS suppressor = 16%; DRD3 antagonist = 8; Abeta yeast res = -3%; aSyn yeast inh = 12%

Not all compounds are listed; count on the stated rates, not on these rows.
